Screens from PubChem.
INS promoter inh = TRM-6 insulin promoter activity inhibition | TRM-6 cells (human fetal islet line), insulin promoter-eGFP reporter, imaging; reporter expression induced with tamoxifen | AID 1273 | inhibition, % at 2 µM | 130,000 compounds, 0.9% hits;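 active = inhibition above the mean plus 3 SD, with well images judged a real hit on visual review, cut at about 60% in these data, passing the limit was not always enough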
sdo1 growth = compounds rescuing growth of sdo1-depleted yeast, bone marrow failure model; z-score at 10 µM; S. cerevisiae sdo1-depleted JHY4D growth rescue, OD600 30 h; hits give high values; pdr5 snq2 efflux-pump mutant strain; 140,000 compounds, 0.21% hits;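 active = z-score above 3 at both the 24 hr and the 30 hr optical density reads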;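 note: z-score against mean and SD of all compound wells on the same plate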
sdo1 growth Rescue 24 h = second read-out of sdo1 growth, no call of its own (marks repeat the call); z-score; S. cerevisiae sdo1-depleted JHY4D growth rescue, OD600; measured here: growth rescue at 24 h;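 0 is the plate mean of compound wells and units are plate SD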
* marks the source's active call; other numbers are inactive results; x = no result given; [ ] = remark or other dose.

SMILES	INS promoter inh	sdo1 growth	sdo1 growth Rescue 24 h
CCOC(=O)/C=C1\CC(=O)Nc2cc(C)c(C)cc2N1	-57.1	-0.83	-0.23
C=C(C)C1CC=C(C)/C(=N/NC(=O)COc2ccccc2Cl)C1 (stereo not given)	-13.7	-1.39	0.11
O=c1nc2ccccc2c2n1CC(CN1CCN(c3ccc(F)cc3)CC1)N2 (stereo not given)	17.9	0.4	0.36
CCCNC(=O)c1cccc(Br)c1	-36.6	x	x
CC1=C(C(=O)N2CCCCC2)C(c2cccs2)NC(=O)N1 (stereo not given)	-7.1	0.46	0.07
COCc1ccc(CN2CCCC(CO)(Cc3ccccc3)C2)o1 (stereo not given)	-50.0	x	x
COc1ccc(N2CCN(C(=O)c3ccc(N4C(=O)NC5CC4(C)Oc4ccccc45)cc3)CC2)cc1 (stereo not given)	x	0.78	-0.14
CCOc1ccc(NC(=O)C2CCC(CNc3c(N4CCOCC4)c(=O)c3=O)CC2)cc1 (stereo not given)	x	0.7	0.68
COC(=O)Cn1cc(C(=O)C2CC2)c2ccccc21	28.9	1.09	0.02
COc1ccccc1NC(=S)N(Cc1cccs1)C1CCCC1	-40.0	x	x
C=CCNc1ncnc2ccccc12	9.1	x	x
O=C(Cn1nnc(-c2ccncc2)n1)NCCc1ccccc1	0.0	0.88	0.74
CCn1nc(C)c(NC(=O)/C=C/c2ccc(OC)c(COc3ccc(Cl)cc3Br)c2)c1C	10.5	-0.93	1.43
COc1ccc2[nH]c(C)c(CCN(Cc3cccs3)C(=S)Nc3ccc(F)cc3)c2c1	x	-1.97	-1.79
c1ccc(Oc2nc(Oc3ccccc3)nc(N3CCOCC3)n2)cc1	x	-0.56	0.07
CC(C)CC(=O)NC1(C(F)(F)F)C(=O)N(CC(C)C)C2=C1C(=O)CC(C)(C)C2 (stereo not given)	x	1.69	1.44
Cc1cc(NS(=O)(=O)c2ccc(NC(=S)NC(=O)c3ccc(Cl)cc3Cl)cc2)no1	54.3	0.99	2.13
CCOc1cc(CN2CCCCC2)ccc1OC	26.7	0.71	0.37
Cc1cc(C)c(S(=O)(=O)Nc2c(C)[nH]c(=O)[nH]c2=O)c(C)c1	x	0.53	0.11
N#Cc1ccc(CSc2nnc(-c3ccccc3)n2Cc2ccco2)cc1	-38.2	-1.56	-1.58
Cc1ccc2c(c1)nnn2C1CCN(S(=O)(=O)c2ccc3ccccc3c2)CC1	44.8	-1.41	-1.05
CC1CCc2c(sc(NC(=O)c3ccc(Cn4cc([N+](=O)[O-])cn4)o3)c2C#N)C1 (stereo not given)	5.7	-0.98	0.33
COc1ccc(CNC(=O)c2cccc3c2C(=O)N(Cc2cccnc2)C3)cc1	x	0.32	0.09
COC(=O)c1cc2c(-c3ccccc3)cc3ccccn3c-2c1C(=O)OC	-105.4	-1.68	-1.25
CC(=O)c1ccc(NC(=O)CN2C(=O)/C(=C/C=C/c3ccccc3)SC2=S)cc1	12.0	-0.65	0.9
CC(/C=C/c1ccc2c(c1)OCO2)=N/NC(=O)COc1ccc(C)cc1	x	-0.51	0.43
Cc1cc2oc(=O)cc(CN3CCCCC3)c2cc1C(C)C	19.4	-0.44	-0.07
CNC(=O)CCc1nc(-c2ccc(C(C)(C)C)cc2)no1	x	0.08	-0.52
CC(C)(C)c1ccc(C2(C)NC(=O)N(CC(=O)c3ccc[nH]3)C2=O)cc1 (stereo not given)	-5.4	-0.22	-0.03
CC(=O)C(Sc1ccc2nnc(-c3ccc(F)cc3)n2n1)C(C)=O	x	-0.29	-1.23
Cc1cc(-c2ccccc2)nc(SCc2ccc(C(=O)O)o2)n1	-365.0	1.62	1.32
O=C(Nc1nc2ccccc2s1)C1CC(=O)N(c2ccc(Br)cc2)C1 (stereo not given)	66.7*	-2.3	-2.6
O=C(COC(=O)c1ccc([N+](=O)[O-])s1)NCc1ccc(F)cc1	40.0	-2.06	-1.55
Cc1cc(C=NCCCO)c(C)n1-c1cc(Cl)ccc1Cl	14.3	x	x
CCOC(=O)Cn1c(Br)nc2c1c(=O)[nH]c(=O)n2C	35.7	0.15	-0.11
COc1ccc(Nc2nc(Nc3ccc(OC)cc3)nc(SC3=NCCS3)n2)cc1	18.8	-0.84	-0.26
O=C(O)Cn1ncc2c1-c1ccoc1CC2	x	1.19	1.25
COc1ccc2oc(C(=O)OCC(=O)NC(=O)NC(C)C)c(C)c2c1	-10.8	-0.08	-0.4
CC(=O)N1c2ccccc2N2C(c3c(C)c(C)cc(C)c3C)=NON12	-35.7	x	x
CCCCOc1ccc(/C=C/C(=O)OCC(=O)c2c(N)n(C)c(=O)n(C)c2=O)cc1OCC	53.3	x	x

Ordered by length of the SMILES (falling): part of the list above
SMILES	INS promoter inh	sdo1 growth	sdo1 growth Rescue 24 h
CCOc1ccc(NC(=O)C2CCC(CNc3c(N4CCOCC4)c(=O)c3=O)CC2)cc1 (stereo not given)	x	0.7	0.68
CC(/C=C/c1ccc2c(c1)OCO2)=N/NC(=O)COc1ccc(C)cc1	x	-0.51	0.43
CC(=O)C(Sc1ccc2nnc(-c3ccc(F)cc3)n2n1)C(C)=O	x	-0.29	-1.23
c1ccc(Oc2nc(Oc3ccccc3)nc(N3CCOCC3)n2)cc1	x	-0.56	0.07

(next part)
SMILES	INS promoter inh	sdo1 growth	sdo1 growth Rescue 24 h
Cn1c(=O)[nH]c(=O)c2c1nc(Br)n2CCCSc1nc2ccccc2o1	-64.9	-0.14	-0.11
CCN(CC)CCN1C(=O)c2ccccc2NC1c1ccc(N(C)C)cc1 (stereo not given)	33.3	-0.49	-1.51
CCOc1cc(/C=N\NC(=O)Cc2ccccc2)ccc1OCC(=O)Nc1ccc(C)c(C)c1	13.3	0.2	2.42
O=C(O)c1cc2ccc3ccccc3c2oc1=O	5.0	0.26	0.08
Cc1cc(C)n(-c2ccc(F)cc2)c(=O)c1C(=O)O	6.2	-0.51	-1.07
C=CCSc1nnc(-c2ccccc2NC(=O)CC)c(=O)[nH]1	-53.2	0.91	0.73
CC(O)CNc1nc2c(c(=O)n(C)c(=O)n2C)n1CCc1ccccc1 (stereo not given)	27.8	0.9	0.87
Cn1cnnc1SCc1nnc(-c2ccccc2Br)o1	-16.7	x	x
CN(C)C(=C(C#N)C#N)N1CCN(c2ccc(Cl)c(Cl)c2)CC1	41.5	-0.66	-0.65
O=C(c1cccs1)n1nc(NCc2ccccc2)nc1NCc1ccccc1	-20.0	-1.09	-0.78
CCOC(=O)c1cnc(-c2ccccc2)nc1Oc1cccc(Cl)c1	35.7	-0.81	0.34
CC(C)c1onc(C(=O)NCCc2ccccc2)c1[N+](=O)[O-]	-17.6	x	x
Cc1ccc(Nc2cc(=O)[nH]c(=O)[nH]2)cc1C	12.5	x	x
CN(C)c1ccc(P(=O)(Nc2ccc([N+](=O)[O-])cc2)N2CCOCC2)c(NC(=O)c2cccs2)c1 (stereo not given)	x	0.16	-0.3
COC(=O)CNC(=O)Cc1c(F)cccc1Cl	x	-0.04	-0.73
Cc1nnc(SCC(=O)NCCc2ccccc2)s1	-78.6	x	x
COc1ccc(/C=N/n2c(N)nc(-c3ccccc3)c2-c2ccccc2)cc1	4.7	-2.21	-1.1
CN(CC(=O)OCC(=O)NCC(F)(F)F)S(=O)(=O)c1ccc(Cl)cc1	66.7	x	x
O=S1(=O)N=C(N2CCN(c3ccc(F)cc3)CC2)c2ccccc21	8.7	-0.19	-0.7
CC1(C)CC(=O)c2sc(NC(=O)c3ccccc3)nc2C1	-15.8	x	x
NC(=O)c1ccc(N2CCCCC2)c(N2C(=O)C3C4C=CC(C4)C3C2=O)c1 (stereo not given)	0.0	1.85	1.75
CCOC(=O)N1CCN(C(=O)c2ccc(Cn3c(=S)[nH]c4cc5c(cc4c3=O)OCO5)cc2)CC1	6.5	-0.1	-0.27
CC1CCN(CCCNC(=O)c2cc3sccc3n2C)CC1	x	-0.14	-0.8
COc1ccc(C(C(C(=O)c2cccs2)N2CCOCC2)N2CCOCC2)cc1OC (stereo not given)	31.4	0.47	-0.83
CC(=O)Nc1c(C(=O)O)oc2ccc(Cl)cc12	-35.7	0.13	0.19
CCNS(=O)(=O)c1ccc(CCC(=O)O)cc1	9.5	x	x
COc1ccc(C(C(=O)NC2CCCCC2)N(C(=O)CCl)c2ccc(Cl)cc2)cc1 (stereo not given)	x	-0.53	0
Fc1cccc(Cl)c1Cc1noc(/C=C/c2ccccc2)n1	46.7	-0.14	2.29
COC(=O)c1sc2ncn(-n3c(C)ccc3C)c(=O)c2c1C	26.0	-0.42	-0.42
CCN(CC)S(=O)(=O)c1cc(-c2nnc(-c3ccc(Br)cc3)o2)ccc1Br	72.4	-0.04	1.23
Cc1cc(C)cc(NC(=O)c2cc(=O)c3ccccc3o2)c1	11.1	x	x
COCC(=O)n1nc(NCc2ccc(OC)cc2)nc1NCc1ccc(OC)cc1	-133.3	-2.02	-0.98
Cn1c(=O)oc2cc(S(=O)(=O)N3CCCC(C(=O)N4CCn5c4nc4ccccc45)C3)ccc21 (stereo not given)	x	0.28	0.55
Cc1cc(C)c2cc(C(O)c3nnnn3Cc3ccccc3)c(=O)[nH]c2c1 (stereo not given)	x	-0.05	0.28
CCCOP(=O)(OCCC)C(Nc1cccc(C(F)(F)F)c1)c1ccc(C)cc1 (stereo not given)	24.1	-1.01	-0.73
O=C(Nc1ccc(Cl)cc1)Nc1nc(-c2ccccc2)cs1	15.0	x	x
O=C(COC(=O)c1ccc(Br)cc1)NCCC1=CCCCC1	0.0	x	x
Cc1ccc(-c2csc(NC(=S)NC(=O)/C=C/c3ccco3)n2)cc1	17.1	-1.76	-0.31
CCN1CCCC1CNCc1cccc(OC)c1OCc1ccccc1 (stereo not given)	x	1.03	0.51
COc1cc(CNn2nnnc2N)cc(Br)c1OCC(=O)NC(C)(C)C	5.9	0.2	-1.01
CC1(C)SC(=S)N(NC(=O)Nc2ccccc2)C1N(O)C(=O)Nc1cccc2ccccc12 (stereo not given)	-44.4	-0.67	-0.99
Cc1ccc(-c2nc(SCC(=O)c3c(N)n(C)c(=O)n(C)c3=O)n[nH]2)cc1	-47.6	x	x
O=C(Cc1ccccc1)NCCCN1CCN(CCCNC(=O)Cc2ccccc2)CC1	-15.0	0.67	0.06
COc1ccc(C(=O)NCC(=O)N/N=C/c2cn[nH]c2-c2ccccc2)cc1	-15.0	x	x
Cc1ccc(-c2nnn(CC(=O)N(c3ccc(F)cc3)C(C(=O)NC(C)(C)C)c3ccco3)n2)o1 (stereo not given)	73.0	-0.49	0.7
Cc1noc(C)c1COc1cccc(C(=O)NCc2cccc(Cl)c2)c1	-20.0	-1.09	-0.8
COc1ccc(CNC(=O)CSc2ccsc2[N+](=O)[O-])cc1	10.0	x	x
O=C(CCn1c(=O)c2ccccc2n(Cc2ccccc2)c1=O)NCc1ccc2c(c1)OCO2	25.8	-0.8	1.3
Cc1sc2nc(COC(=O)c3ccc(N4CCCC(C)C4)c([N+](=O)[O-])c3)[nH]c(=O)c2c1C (stereo not given)	-33.3	-0.46	-0.74
Cc1nc(NC(=O)c2cc3c(C)nn(-c4ccccc4)c3s2)sc1C(=O)Nc1ccccc1	27.5	-0.46	-0.91
CCOc1ccccc1N1CCN(C(=S)NC(=O)C23CC4CC(CC(C4)C2)C3)CC1	x	-0.72	-0.94
CN(Cc1ccccc1)C(=O)c1cccc(N2C(=O)NC3CC2(C)Oc2ccccc23)c1 (stereo not given)	-27.9	0.22	0.56
Cc1ccc(C)c(N2CCN(C(=O)CN3C(=O)c4ccccc4C3=O)CC2)c1	x	-0.82	-0.11
COc1ccc2nc(NC(=O)CSc3nnc(C)s3)sc2c1	17.1	0.05	1.82
CC(C)CN1C(=O)c2ccc(C(=O)Nc3nccs3)cc2C1=O	26.1	1.21	0.03
COc1cc(C=O)ccc1OCCOCCOc1c(C)cc(Cl)cc1Cl	-11.8	-1.31[11.6 µM]	-0.78
COc1ccc(-c2nnc(SCC(=O)N3CCC(Cc4ccccc4)CC3)o2)cc1OC	-72.7	-0.74	-1.03
COc1ccc(N2CCN(C(=O)C(Cc3ccccc3)n3cccc3)CC2)cc1 (stereo not given)	x	-0.97	-0.84
Cc1ccc(C)c(NC(=S)N2CCN(Cc3ccccc3)CC2)c1	0.0	x	x
COc1ccc(C(NC=O)c2cc(OC)c(OC)cc2Br)cc1OC (stereo not given)	25.9	0.74	0.19
C=CCn1c(SCc2ccccc2)nc(O)cc1=O	x	0.36	0.13
COc1cccc(NC(=O)c2ccc(-c3ccccc3[N+](=O)[O-])o2)c1	43.6	x	x

Gathered by group: the entries above with two or more sulfur atoms
SMILES	INS promoter inh	sdo1 growth	sdo1 growth Rescue 24 h
COc1ccccc1NC(=S)N(Cc1cccs1)C1CCCC1	-40.0	x	x
COc1ccc2[nH]c(C)c(CCN(Cc3cccs3)C(=S)Nc3ccc(F)cc3)c2c1	x	-1.97	-1.79
Cc1cc(NS(=O)(=O)c2ccc(NC(=S)NC(=O)c3ccc(Cl)cc3Cl)cc2)no1	54.3	0.99	2.13
CC(=O)c1ccc(NC(=O)CN2C(=O)/C(=C/C=C/c3ccccc3)SC2=S)cc1	12.0	-0.65	0.9
COc1ccc(Nc2nc(Nc3ccc(OC)cc3)nc(SC3=NCCS3)n2)cc1	18.8	-0.84	-0.26
Cc1nnc(SCC(=O)NCCc2ccccc2)s1	-78.6	x	x
Cc1ccc(-c2csc(NC(=S)NC(=O)/C=C/c3ccco3)n2)cc1	17.1	-1.76	-0.31
CC1(C)SC(=S)N(NC(=O)Nc2ccccc2)C1N(O)C(=O)Nc1cccc2ccccc12 (stereo not given)	-44.4	-0.67	-0.99
COc1ccc(CNC(=O)CSc2ccsc2[N+](=O)[O-])cc1	10.0	x	x
Cc1nc(NC(=O)c2cc3c(C)nn(-c4ccccc4)c3s2)sc1C(=O)Nc1ccccc1	27.5	-0.46	-0.91
COc1ccc2nc(NC(=O)CSc3nnc(C)s3)sc2c1	17.1	0.05	1.82
